RGS4-Gao reg = human RGS4-Galphao interaction regulation | Multiplexed bead flow cytometry, RGS4-Galphao binding; actives lie on both sides | binding response (% of control), % at 10 µM | 220,000 compounds, 0.33% hits | AID 1415; in the data active = binding response below about 49% or above about 150%; inactive = in between;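 note: fluorescent Galphao activated with aluminum fluoride binding bead-coupled RGS4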
Target sequence (P09471 whole entry, looked up): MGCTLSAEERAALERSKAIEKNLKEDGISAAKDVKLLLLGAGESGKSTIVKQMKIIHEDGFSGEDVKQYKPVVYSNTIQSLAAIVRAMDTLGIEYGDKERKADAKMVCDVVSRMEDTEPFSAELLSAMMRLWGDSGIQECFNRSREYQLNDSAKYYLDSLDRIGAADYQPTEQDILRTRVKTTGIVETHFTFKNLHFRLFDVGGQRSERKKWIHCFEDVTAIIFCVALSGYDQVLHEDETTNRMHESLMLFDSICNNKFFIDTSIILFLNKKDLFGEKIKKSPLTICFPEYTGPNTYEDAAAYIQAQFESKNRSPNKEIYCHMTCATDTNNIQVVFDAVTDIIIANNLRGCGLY
Bim-Bcl-2 = human Bim-Bcl-2 interaction inhibition; AID 950; Bead-based flow cytometry, Bim peptide-Bcl-2 binding; 190,000 compounds, 0.06% hits; inhibition, % at 10 µM; P10415; in the data active = inhibition above about 40%; inconclusive = no clear call, values can overlap the other calls;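 note: 0% = no compound wells with probe peptide and 100% = reference peptide inhibitor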
Target sequence (P10415 whole entry, looked up): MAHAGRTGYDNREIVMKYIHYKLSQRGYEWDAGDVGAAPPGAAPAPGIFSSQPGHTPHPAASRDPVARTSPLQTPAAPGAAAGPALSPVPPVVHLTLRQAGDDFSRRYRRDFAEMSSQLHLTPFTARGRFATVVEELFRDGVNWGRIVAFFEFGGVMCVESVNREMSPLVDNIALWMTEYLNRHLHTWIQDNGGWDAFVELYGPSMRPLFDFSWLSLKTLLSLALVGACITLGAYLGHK
RGS7-Gao reg = human RGS7-Galphao interaction regulation. P09471. Multiplexed bead flow cytometry, RGS7-Galphao binding; actives lie on both sides. binding response (% of control), % at 10 µM. 220,000 compounds, 0.35% hits; in the data active = binding response below about 49% or above about 150%; inconclusive = no clear call, values can overlap the other calls; inactive = in between;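 note: fluorescent Galphao held in activated GDP-AlF4 state binding bead-coupled RGS7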
Bim-Bcl-XL = disrupts Bim peptide binding to human Bcl-XL. bead flow cytometry, fluorescence. Q07817. inhibition, % at 10 µM. 190,000 compounds, 0.04% hits
Target sequence (Q07817 whole entry, looked up): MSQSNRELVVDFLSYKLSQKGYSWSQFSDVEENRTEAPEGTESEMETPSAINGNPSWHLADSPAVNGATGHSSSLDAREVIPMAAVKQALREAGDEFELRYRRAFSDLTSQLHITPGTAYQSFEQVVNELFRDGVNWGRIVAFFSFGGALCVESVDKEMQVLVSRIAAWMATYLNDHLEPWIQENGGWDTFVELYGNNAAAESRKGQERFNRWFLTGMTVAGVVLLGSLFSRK
Bim-Bcl-W = human Bim-Bcl-W interaction inhibition. Q92843. bead-based flow cytometry, Bim peptide-Bcl-W binding. inhibition, % at 10 µM. 190,000 compounds, 0.02% hits. AID 952;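 note: 0% = bound tracer without compound and 100% = peptide blocker; higher means less fluorescent Bim peptide bound to Bcl-W beads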
Target sequence (Q92843 whole entry, looked up): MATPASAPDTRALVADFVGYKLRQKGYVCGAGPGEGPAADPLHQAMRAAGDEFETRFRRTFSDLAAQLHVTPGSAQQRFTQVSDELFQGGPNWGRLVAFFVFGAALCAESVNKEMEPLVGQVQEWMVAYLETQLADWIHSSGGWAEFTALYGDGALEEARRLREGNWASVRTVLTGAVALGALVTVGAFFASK
Bim-Bcl-B = disrupts Bim peptide binding to human Bcl-B; bead-based flow cytometry; inhibition, % at 10 µM; 190,000 compounds, 0.073% hits;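 note: 0% = tracer peptide without compound and 100% = reference inhibitor peptide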
Avidin fluor = compound fluoresces at 488/530 nm on avidin beads; compound fluorescence 488/530 nm, flow cytometry; stronger effect = higher value; fluorescence (KMESF) at 10 µM; 220,000 compounds, 0.38% hits; AID 1775; in the data active = fluorescence above about 47; note: inactives centre near 10
ABCB1 block = human ABCB1 inhibition, ABCG2 as counter-screen; CCRF-Adr cells, JC-1 efflux, flow cytometry; inhibition, % at 6.6 µM; 190,000 compounds, 0.067% hits; AID 1326; in the data active = inhibition above about 40%;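 note: 0% = vehicle and 100% = reference inhibitor; higher value means more JC-1 retained so stronger ABCB1 efflux block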
Bim-Bfl-1 = disrupts Bim binding to human Bfl-1 | Bead-based flow cytometry, Bim-Bfl-1 binding inhibition | inhibition, % at 10 µM | 190,000 compounds, 0.12% hits | AID 1008;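 note: 0% = wells without compound plus tracer and 100% = blocker peptide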
ABCG2 inh = human ABCG2 inhibition, ABCB1 as counter-screen; Q9UNQ0; IgMXP3 cells, JC-1 efflux, flow cytometry; inhibition, % at 6.6 µM; 190,000 compounds, 0.1% hits;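 active = inhibition above 80%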;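 note: 0% = DMSO and 100% = nicardipine control wells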
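Incubation: cells with compound and JC-1, 10 min at 25 °C, rotating, no wash / Test system: IgMXP3 (ABCG2) plus far-red-tagged CCRF-Adr (ABCB1) cells / Compound dosing: one concentration, 6.6 µM final / Also added: JC-1 fluorescent substrate / Evaluation: efflux inhibition in percent versus controls / Detection: flow cytometry, 530 nm JC-1 signal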
GSH bead fluor = GSH bead compound fluorescence profile | 190,000 compounds, 0.25% hits | fluorescence (KMESF) at 10 µM | GSH beads flow cytometry, compound fluorescence 488/530 nm; stronger effect = higher value; in the data active = fluorescence above about 89;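 note: glutathione beads carrying GST-tagged Bcl family fusion proteins plus one bare bead set; values are compound well signal with DMSO vehicle wells as background; inactives centre near 16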
An asterisk follows results filed as active; & = joins results of further samples. Cut-off read from the data, not from the text of the source, unless noted: active = inhibition above about 40%. Random draw from the library; 1.3% or so of the library scored in one or more.

How did CSCCNCc1c(C(=O)N2CCOCC2)nc2c(C)cccn12 do in these assays?
RGS4-Gao reg: 98.2; Bim-Bcl-2: -8.0; RGS7-Gao reg: 97.1; Bim-Bcl-XL: -5.0; Bim-Bcl-W: -2.0; Bim-Bcl-B: -8.0; Avidin fluor: 9; ABCB1 block: 0.1; Bim-Bfl-1: -13.0; ABCG2 inh: 0.1; GSH bead fluor: 49

How did O=c1cc(O)c2ccccc2[nH]1 do in these assays?
RGS4-Gao reg: 104.9; Bim-Bcl-2: 2.0; RGS7-Gao reg: 107.7; Bim-Bcl-XL: 0.0; Bim-Bcl-W: 3.0; Bim-Bcl-B: -1.0; Avidin fluor: 10; ABCB1 block: 0.1; Bim-Bfl-1: 0.0; ABCG2 inh: 0.1; GSH bead fluor: 24

What do the screens show for `O=C(Cn1cnc2cc([N+](=O)[O-])ccc2c1=O)N(Cc1ccccc1)C1CCS(=O)(=O)C1` (stereo unspecified)?
RGS4-Gao reg: 102.6; Bim-Bcl-2: 0.0; RGS7-Gao reg: 102.4; Bim-Bcl-XL: 0.0; Bim-Bcl-W: 2.0; Bim-Bcl-B: 2.0; Avidin fluor: 5; ABCB1 block: -0.1; Bim-Bfl-1: 6.0; ABCG2 inh: 1.7; GSH bead fluor: 15

How did CCOc1ncccc1C(=O)OCC(=O)N(CC(C)C)C1CCS(=O)(=O)C1 (stereo unspecified) do in these assays?
RGS4-Gao reg: 101.2; Bim-Bcl-2: -1.0; RGS7-Gao reg: 102.2; Bim-Bcl-XL: -2.0; Bim-Bcl-W: 0.0; Bim-Bcl-B: -2.0; Avidin fluor: 26; ABCB1 block: -0.3; Bim-Bfl-1: -5.0; ABCG2 inh: -0.3; GSH bead fluor: 6

What do the screens show for `COc1ccc(C(=O)N/C(=C/c2ccco2)C(=O)NC2CCS(=O)(=O)C2)cc1` (stereo unspecified)?
RGS4-Gao reg: 92.9; Bim-Bcl-2: 0.0; RGS7-Gao reg: 89.7; Bim-Bcl-XL: -4.0; Bim-Bcl-W: 0.0; Bim-Bcl-B: -2.0; Avidin fluor: 9; ABCB1 block: 0.3; Bim-Bfl-1: -5.0; ABCG2 inh: 0.9; GSH bead fluor: 12

How did Cc1c(/C=N/NC(=O)c2cc(=O)[nH]c(=O)[nH]2)c2ccccn2c1C(=O)c1ccccc1 do in these assays?
RGS4-Gao reg: 105.2; Bim-Bcl-2: -9.0; RGS7-Gao reg: 106.0; Bim-Bcl-XL: -6.0; Bim-Bcl-W: 0.0; Bim-Bcl-B: -7.0; Avidin fluor: 10; ABCB1 block: -0.8; Bim-Bfl-1: -9.0; ABCG2 inh: -3.4; GSH bead fluor: 12

Results for Cn1nc(C(=O)NC(C)(C)C)c2ccccc21 ?
RGS4-Gao reg: 99.9; Bim-Bcl-2: 3.0; RGS7-Gao reg: 98.5; Bim-Bcl-XL: 0.0; Bim-Bcl-W: 0.0; Bim-Bcl-B: 0.0; Avidin fluor: 3; ABCB1 block: 0.6; Bim-Bfl-1: 0.0; ABCG2 inh: 4.2; GSH bead fluor: 7

How did OCC1(CO)COC2(CCCC2)N1 do in these assays?
RGS4-Gao reg: 102.6&102.5; Bim-Bcl-2: -5.0; RGS7-Gao reg: inconclusive; Bim-Bcl-XL: 1.0; Bim-Bcl-W: 5.0; Bim-Bcl-B: -6.0; Avidin fluor: 7&7; ABCB1 block: 0.4; Bim-Bfl-1: -8.0; ABCG2 inh: 0.6; GSH bead fluor: 33

How did COc1ccc(N(C(C)C(=O)NN=C2CCCCCCC2)S(C)(=O)=O)cc1 (stereo unspecified) do in these assays?
RGS4-Gao reg: 91.8; Bim-Bcl-2: -3.0; RGS7-Gao reg: 90.6; Bim-Bcl-XL: -3.0; Bim-Bcl-W: -2.0; Bim-Bcl-B: -9.0; Avidin fluor: 20; ABCB1 block: -0.2; Bim-Bfl-1: -9.0; ABCG2 inh: -0.3; GSH bead fluor: 14

What do the screens show for `O=C(/C=C/N1CCOCC1)c1ccc(-c2ccccc2)cc1`?
RGS4-Gao reg: 95.7; Bim-Bcl-2: 2.0; RGS7-Gao reg: 96.7; Bim-Bcl-XL: -3.0; Bim-Bcl-W: -1.0; Bim-Bcl-B: -3.0; Avidin fluor: 7; ABCB1 block: 0.9; Bim-Bfl-1: 0.0; ABCG2 inh: 17.7; GSH bead fluor: 15

How did COc1ccc(/C=N/n2c(N)c(S(=O)(=O)c3cccs3)c3nc4ccccc4nc32)cc1OC do in these assays?
RGS4-Gao reg: 89.3; Bim-Bcl-2: -2.0; RGS7-Gao reg: 96.6; Bim-Bcl-XL: 28.0; Bim-Bcl-W: 17.0; Bim-Bcl-B: 15.0; Avidin fluor: 47*; ABCB1 block: 1.0; Bim-Bfl-1: -4.0; ABCG2 inh: 3.6; GSH bead fluor: 16

Results for CCCNc1nc2c(c(=O)[nH]c(=O)n2C)n1CCC(C)C ?
RGS4-Gao reg: 103.5; Bim-Bcl-2: -8.0; RGS7-Gao reg: 99.8; Bim-Bcl-XL: -21.0; Bim-Bcl-W: 1.0; Bim-Bcl-B: -11.0; Avidin fluor: 13; ABCB1 block: -0.8; Bim-Bfl-1: -11.0; ABCG2 inh: 4.6; GSH bead fluor: 44

How did Cc1ccc2c(c1)nnn2C1CCN(S(=O)(=O)c2ccc(C(=O)N3CC(C)CC(C)C3)cc2)CC1 (stereo unspecified) do in these assays?
RGS4-Gao reg: 108.1; Bim-Bcl-2: -1.0; RGS7-Gao reg: 100.3; Bim-Bcl-XL: -1.0; Bim-Bcl-W: 3.0; Bim-Bcl-B: -7.0; Avidin fluor: 27; ABCB1 block: 4.2; Bim-Bfl-1: -8.0; ABCG2 inh: 10.1; GSH bead fluor: 16

What do the screens show for `CCC(C)NS(=O)(=O)c1ccc(OCC(=O)NCc2ccc(OC)cc2)cc1` (stereo unspecified)?
RGS4-Gao reg: 104.7; Bim-Bcl-2: -1.0; RGS7-Gao reg: 101.6; Bim-Bcl-XL: -1.0; Bim-Bcl-W: -1.0; Bim-Bcl-B: -5.0; Avidin fluor: 6; ABCB1 block: 0.7; Bim-Bfl-1: -7.0; ABCG2 inh: 0.8; GSH bead fluor: 18

Results for COc1ccc(CC(=O)Nc2nc(-c3cc(OC)ccc3OC)cs2)cc1 ?
RGS4-Gao reg: 98.1; Bim-Bcl-2: -5.0; RGS7-Gao reg: 100.9; Bim-Bcl-XL: -1.0; Bim-Bcl-W: -3.0; Bim-Bcl-B: -3.0; Avidin fluor: 9; ABCB1 block: 0.2; Bim-Bfl-1: -4.0; ABCG2 inh: 0.6; GSH bead fluor: 16

What do the screens show for `CC(=O)c1cccc(N(C(=O)c2cnccn2)C(C(=O)NCc2ccccc2)c2ccco2)c1` (stereo unspecified)?
RGS4-Gao reg: 101.0; Bim-Bcl-2: -7.0; RGS7-Gao reg: 100.1; Bim-Bcl-XL: -11.0; Bim-Bcl-W: 0.0; Bim-Bcl-B: -6.0; Avidin fluor: 6; ABCB1 block: 0.1; Bim-Bfl-1: -12.0; ABCG2 inh: 2.0; GSH bead fluor: 41

Results for O=C(C1=C[C@H](c2ccc3c(c2)OCO3)C[C@H](OCc2ccc(CO)cc2)O1)N1CCN(Cc2ccc3c(c2)OCO3)CC1 ?
RGS4-Gao reg: 84.4; Bim-Bcl-2: -5.0; RGS7-Gao reg: 67.4; Bim-Bcl-XL: -3.0; Bim-Bcl-W: 1.0; Bim-Bcl-B: -8.0; Avidin fluor: 7; ABCB1 block: 3.6; Bim-Bfl-1: -6.0; ABCG2 inh: 2.8; GSH bead fluor: 20

Results for O=C(CCN1CCOCC1)Nc1ccccc1 ?
RGS4-Gao reg: 103.5; Bim-Bcl-2: -4.0; RGS7-Gao reg: 102.2; Bim-Bcl-XL: -7.0; Bim-Bcl-W: 0.0; Bim-Bcl-B: -10.0; Avidin fluor: 13; ABCB1 block: -0.8; Bim-Bfl-1: -15.0; ABCG2 inh: 6.3; GSH bead fluor: 36

How did CC(=O)N1N=C(c2ccc(NS(C)(=O)=O)cc2)CC1c1ccc2nccnc2c1 (stereo unspecified) do in these assays?
RGS4-Gao reg: 101.3; Bim-Bcl-2: -6.0; RGS7-Gao reg: 97.8; Bim-Bcl-XL: -5.0; Bim-Bcl-W: -1.0; Bim-Bcl-B: -7.0; Avidin fluor: 11; ABCB1 block: 0.7; Bim-Bfl-1: -8.0; ABCG2 inh: 2.2; GSH bead fluor: 15

Results for COc1ccc(C(C(=O)NC2CCCC2)N(Cc2ccccc2)C(=O)c2nsc(Cl)c2Cl)cc1 (stereo unspecified) ?
RGS4-Gao reg: 87.4; Bim-Bcl-2: -5.0; RGS7-Gao reg: 87.0; Bim-Bcl-XL: -9.0; Bim-Bcl-W: 0.0; Bim-Bcl-B: -8.0; Avidin fluor: 8; ABCB1 block: 2.1; Bim-Bfl-1: -11.0; ABCG2 inh: 3.4; GSH bead fluor: 48

Results for Cc1nn(Cc2ccc(Cl)cc2Cl)c(C)c1NC(=O)c1ccc(COc2cc(Cl)ccc2Cl)o1 ?
RGS4-Gao reg: 103.6; Bim-Bcl-2: -2.0; RGS7-Gao reg: 103.7; Bim-Bcl-XL: -4.0; Bim-Bcl-W: -1.0; Bim-Bcl-B: -7.0; Avidin fluor: 5; ABCB1 block: 1.0; Bim-Bfl-1: -16.0; ABCG2 inh: 7.0; GSH bead fluor: 24

Results for CC(C)OCCCNC(=O)CCc1nc(-c2ccccc2)no1 ?
RGS4-Gao reg: 99.9; Bim-Bcl-2: -6.0; RGS7-Gao reg: 101.5; Bim-Bcl-XL: 2.0; Bim-Bcl-W: 2.0; Bim-Bcl-B: -9.0; Avidin fluor: 13; ABCB1 block: -0.2; Bim-Bfl-1: -11.0; ABCG2 inh: 3.5; GSH bead fluor: 41

How did Cc1ccc(C)c(CN2C(=O)C(C)Oc3ccc(C)cc32)c1 (stereo unspecified) do in these assays?
RGS4-Gao reg: 102.8; Bim-Bcl-2: -5.0; RGS7-Gao reg: 103.4; Bim-Bcl-XL: -1.0; Bim-Bcl-W: 0.0; Bim-Bcl-B: -8.0; Avidin fluor: 24; ABCB1 block: 0.9; Bim-Bfl-1: -9.0; ABCG2 inh: 10.6; GSH bead fluor: 19

Results for O=c1[nH]c(Cc2ccccn2)nc2scc(-c3ccc(Cl)cc3)c12 ?
RGS4-Gao reg: 97.6; Bim-Bcl-2: -1.0; RGS7-Gao reg: 96.5; Bim-Bcl-XL: -1.0; Bim-Bcl-W: -3.0; Bim-Bcl-B: -6.0; Avidin fluor: 5; ABCB1 block: -0.3; Bim-Bfl-1: -4.0; ABCG2 inh: -0.1; GSH bead fluor: 11

What do the screens show for `COc1ccc(N(CC(=O)N/N=C/c2cc(Br)c(C)o2)S(=O)(=O)c2ccc(NC(C)=O)cc2)cc1`?
RGS4-Gao reg: 99.8; Bim-Bcl-2: 1.0; RGS7-Gao reg: 100.1; Bim-Bcl-XL: -3.0; Bim-Bcl-W: 3.0; Bim-Bcl-B: -11.0; Avidin fluor: 11; ABCB1 block: -0.8; Bim-Bfl-1: -6.0; ABCG2 inh: -1.9; GSH bead fluor: 15

Screening data deposited in PubChem BioAssay by NMMLSC.
